Screens from PubChem.
Gli-Sufu block = antagonists of Gli-Sufu signaling | Sufu-KO-LIGHT fibroblasts, Gli luciferase reporter luminescence | inhibition, % at 5 µM | 340,000 compounds, 0.74% hits | AID 588413;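 active = inhibition above about 55%, limit read from the data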;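 note: 0% = DMSO-treated cells and 100% = wells with medium but no cells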
SENP8 inh = blocks the human protease SENP8; inhibition, % at 10 µM; Q96LD8; 330,000 compounds, 1.2% hits; purified SENP8, Z-RLRGG-aminoluciferin cleavage, luminescence
Target sequence (Q96LD8 whole entry, looked up): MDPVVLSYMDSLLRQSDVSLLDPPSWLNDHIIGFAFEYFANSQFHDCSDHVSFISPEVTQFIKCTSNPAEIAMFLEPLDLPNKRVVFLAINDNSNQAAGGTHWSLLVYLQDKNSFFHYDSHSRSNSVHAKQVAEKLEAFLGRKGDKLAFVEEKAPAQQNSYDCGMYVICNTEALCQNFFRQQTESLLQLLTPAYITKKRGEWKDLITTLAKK
Jurkat NFkB inh = lowers PMA/ionomycin-induced NF-kB signal in Jurkat cells | PMA/ionomycin-induced NF-kB luciferase reporter, luminescence | inhibition, % at 4 µM | 330,000 compounds, 0.53% hits | AID 435003
Apaf1 inhib = blocks human Apaf-1 apoptosome activity; reconstituted apoptosome caspase-3 activity, DEVD-Rh110 fluorescence; inhibition, % at 20 µM; 330,000 compounds, 0.71% hits; AID 489030; active = inhibition of at least 40% at 20 µM;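 note: plate controls were DMSO wells for no effect and DEVD-CHO caspase inhibitor wells for full effect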
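Assay system: Apoptosome proteins | Medium: pH 7.5 Hepes buffer with CHAPS, BSA, DTT | Also added: Cytochrome c and DEVD-Rh110 substrate | Times: 30 min plus 50 min, RT | Detection: Rhodamine 110 fluorescence at Ex 480/Em 540 nm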
HKDC1 inh = inhibitors of human hexokinase HKDC1 | inhibition, % at 20 µM | Q2TB90 | AID 493160 | 340,000 compounds, 0.16% hits | recombinant HKDC1, G6PDH/diaphorase resazurin coupled fluorescence;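 active = inhibition above about 35% when tested at 20 µM, limit read from the data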;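 note: plate controls were DMSO wells with enzyme for no effect and DMSO wells lacking enzyme for full effect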
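System: Recombinant HKDC1 hexokinase | Amount: HKDC1 at 5 µg/mL | Reagent: Glucose with 1 mM ATP | Doses: Single 20 µM dose | Incubation: Reaction time 90 min, room temperature, protected from light | Signal: Coupled resazurin fluorescence, excitation 525 nm, emission 613 nm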
SENP7 inh = SENP7 protease inhibition. recombinant SENP7, Z-RLRGG-aminoluciferin luminescence, 40 min. inhibition, % at 5 µM. 330,000 compounds, 1.5% hits;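 active = inhibition above about 50% at the single test dose, limit read from the data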;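 note: plate controls were DMSO with enzyme for no effect and no enzyme buffer wells for full effect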
Target sequence (Q9BQF6 706-1050 limits assumed): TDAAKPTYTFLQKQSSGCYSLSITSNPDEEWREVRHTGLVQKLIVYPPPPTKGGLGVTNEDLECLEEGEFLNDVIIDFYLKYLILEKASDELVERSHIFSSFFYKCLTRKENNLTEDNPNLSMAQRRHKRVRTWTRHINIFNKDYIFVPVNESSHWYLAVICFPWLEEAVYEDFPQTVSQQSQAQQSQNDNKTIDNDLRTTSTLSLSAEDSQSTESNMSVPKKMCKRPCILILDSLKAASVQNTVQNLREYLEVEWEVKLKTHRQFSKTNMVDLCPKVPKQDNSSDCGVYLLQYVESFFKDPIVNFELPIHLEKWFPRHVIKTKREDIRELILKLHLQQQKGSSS
697 NFkB inh = lowers PMA/ionomycin-induced NF-kB signal in 697 B cells. 697 B-cell NF-kB luciferase reporter, 16 h. inhibition, % at 4 µM. 330,000 compounds, 0.33% hits. AID 435022; in the data active = inhibition above about 35%
UBC13 polyUb = blocks human UBC13 polyubiquitin chain formation; P61088; TR-FRET; inhibition, % at 20 µM; 330,000 compounds, 0.47% hits; in the data active = inhibition above about 45%, passing the limit was not always enough
Target sequence (P61088 whole entry, looked up): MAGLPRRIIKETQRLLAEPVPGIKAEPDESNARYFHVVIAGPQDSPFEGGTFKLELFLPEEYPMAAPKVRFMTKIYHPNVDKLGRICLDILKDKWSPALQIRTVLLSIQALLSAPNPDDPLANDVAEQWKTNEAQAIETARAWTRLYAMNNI
* = called active by the depositor; i = inactive; . = not tested or not shown. Cut-off read from the data, not from the text of the source, unless noted: active = inhibition above about 50%; inactive = the rest.

The opening two records, to show the layout:
SMILES	Gli-Sufu block	SENP8 inh	Jurkat NFkB inh	Apaf1 inhib	HKDC1 inh	SENP7 inh	697 NFkB inh	UBC13 polyUb
N#Cc1ccccc1NC(=S)NC(=O)c1cccs1	-6	-2	-19	2	-2	15	-29	28
OCC[C@@H]1C[C@H](O)[C@@H](O)[C@@]2(Cc3ccccc3CCO2)O1	-5	-7	-1	-4	-1	4	12	6

All compounds of this part, from the start:
SMILES	Gli-Sufu block	SENP8 inh	Jurkat NFkB inh	Apaf1 inhib	HKDC1 inh	SENP7 inh	697 NFkB inh	UBC13 polyUb
N#Cc1ccccc1NC(=S)NC(=O)c1cccs1	-6	-2	-19	2	-2	15	-29	28
OCC[C@@H]1C[C@H](O)[C@@H](O)[C@@]2(Cc3ccccc3CCO2)O1	-5	-7	-1	-4	-1	4	12	6
Cc1cccc(NC(=O)CN2CCN(CC(=O)NCC3(N4CCCCC4)CCCCC3)CC2)c1C	23	1	-4	7	4	5	-4	1
O=C(O)c1cc(-n2nnnc2SCc2ccccc2F)ccc1Cl	0	4	12	0	-5	6	-9	-1
O=c1cc(-c2c(F)c(F)c(F)c(F)c2F)oc2ccccc12	6	-8	7	4	10	2	6	6
COc1cc(OC)cc(C(=O)N[C@H](C(=O)NCc2ccccc2)C(C)C)c1	-3	7	-7	0	0	-1	6	-3
COc1ccc(-c2nn(-c3ccccc3)cc2/C=C(\C#N)C(N)=O)cc1[N+](=O)[O-]	9	0	-20	-53	-2	6	38*	1
COC1CCCN(Cc2c(C(=O)N3CCN(C4CCCCC4)CC3)nc3ccccn23)C1 (configuration not stated)	12	0	-27	8	-5	1	-38	-5
CCOC(=O)C1=C(CSc2nnnn2C)N(C)C(=O)NC1c1ccccc1 (configuration not stated)	3	7	8	-10	-3	-2	-6	-7
O=C(Nc1ccc(Cl)cc1)Nc1ccc(-c2cnco2)cc1	-1	-2	-27	2	-4	8	-33	0
CCn1nccc1C(=O)NC1=C(C#N)CCC1	-8	-10	-9	-3	5	-5	-9	-3
CC(Oc1ccc2ccccc2c1)C(=O)NNC(=O)Nc1ccccc1F (configuration not stated)	1	-2	7	-132	3	-3	14	3
Cc1cc(C)n(CC(O)Cn2c(C)c(C)c3ccccc32)n1 (configuration not stated)	-1	4	-9	10	3	2	15	0
CC(C)=CCCC(C)CN1CCC(N2CCC(C(=O)N3CCOCC3)CC2)CC1 (configuration not stated)	16	-1	-6	-5	-6	-2	-8	11
Cc1n[nH]c(C)c1CN(C)C(=O)c1cc(COc2ccc(F)c(F)c2)on1	2	5	-9	2	-3	2	-13	-3
CCCNC(=O)CSCc1nc(-c2ccc(SC)cc2)oc1C	24	-7	-11	7	-11	-6	48*	-5
Cc1noc(C)c1CSc1ncnc2sc3c(c12)CCC(C)C3 (configuration not stated)	.	-13	-4	17	.	-4	-35	-11
COc1ccc(N2CCN(C(=O)COC(=O)Cc3c(F)cccc3Cl)CC2)cc1	-12	1	12	3	-1	-8	8	0
O=C(c1ccccc1Br)N1N=C(c2ccccc2)CC1c1ccccc1F (configuration not stated)	-2	-13	-22	23	3	-4	-10	-7
Cc1ccn2c(=O)c(C(=O)O)cnc2c1	3	-11	-8	0	-4	-8	-15	0
Cc1cccn2c(Nc3ccccc3)c(-c3ccccn3)nc12	9	-3	4	-9	3	2	-13	10
CN(c1ccc(C(=O)N2CCOCC2)cc1)S(C)(=O)=O	-2	-4	-11	-17	-6	-1	4	1
COCCn1c(Cc2ccccc2)nnc1SCC(=O)Nc1cc(C)on1	3	-5	-2	-15	-4	0	0	15
CS(=O)(=O)Nc1ccc(-c2cn3c(n2)SCC3)cc1	-2	9	-10	-5	-7	1	-19	-3
CC(C)=CCC/C(C)=C/CC/C(C)=C/COc1ccc2ccc(=O)oc2c1	-4	5	12	24	0	3	16	5

Next section, overlapping the part above by two compounds.
SMILES	Gli-Sufu block	SENP8 inh	Jurkat NFkB inh	Apaf1 inhib	HKDC1 inh	SENP7 inh	697 NFkB inh	UBC13 polyUb
CS(=O)(=O)Nc1ccc(-c2cn3c(n2)SCC3)cc1	-2	9	-10	-5	-7	1	-19	-3
CC(C)=CCC/C(C)=C/CC/C(C)=C/COc1ccc2ccc(=O)oc2c1	-4	5	12	24	0	3	16	5
O=C(COC(=O)c1cc[n+]([O-])cc1)Nc1ccc(F)c([N+](=O)[O-])c1	10	0	-17	1	0	3	19	-1
Cc1ccc(Cl)cc1N1CCN(S(=O)(=O)c2c(C)[nH]c(C)c2C(=O)N2CCCC2)CC1	-9	-3	-4	3	-2	-3	-4	-4
OC(CNCc1ccccc1C(F)(F)F)C(F)(F)F (configuration not stated)	3	-2	5	-4	3	2	7	7
CC(/C=N/NC(=O)c1nnn(-c2nonc2N)c1CN1CCCCC1)c1ccccc1 (configuration not stated)	-1	-9	-1	19	5	-7	3	-5
CCCCCC(=O)Nc1ccccc1N1CCN(c2ccccc2)CC1	-9	-5	-10	15	6	11	-23	1
Cc1nn(C)c(C)c1/C=N/NC(=O)CCn1nc(C)c([N+](=O)[O-])c1C	0	-1	-19	10	-5	8	14	2
N/C(=N\NC(=O)c1ccccc1Cl)c1cc2ccccc2oc1=O	18	-10	5	1	-4	0	-8	-2
Cc1ccc(C(=O)NN2C(=O)C3C4c5ccccc5C(c5ccccc54)C3C2=O)cc1 (configuration not stated)	12	-4	-2	23	11	3	20	-9
Cc1cc(C)c(S(=O)(=O)Nc2ccc(N(C)C)cc2)c(C)c1-n1cnnn1	-2	-2	-28	7	0	14	-3	-2
CCOC(=O)CC1=NN(c2ccccc2)C(=O)C1	-1	2	-17	6	14	-7	7	0
CC(C)CN(C(=O)CN1CCN(S(=O)(=O)c2ccc3ccccc3c2)CC1)c1c(N)n(CC(C)C)c(=O)[nH]c1=O	-1	0	-9	-11	11	4	14	6
Cc1cc(-c2nc(C)c(-c3nnc(SCC(=O)Nc4cc(Cl)cc(Cl)c4)n3C)s2)no1	0	4	1	25	-3	6	9	14
O=S(=O)(c1cccs1)N1CN(C2CCCCC2)c2nc3ccccc3nc21	5	-2	12	5	5	9	12	-10
O=C(N/N=C/c1ccccn1)c1cccc(NC(=O)c2ccccc2Cl)c1	-4	6	-11	2	-3	-12	11	0
CCc1nnc(NC(=O)C2CCCN(c3nc4ccccc4s3)C2)s1 (configuration not stated)	-30	6	15	6	-1	-3	-50	-3
CCN(CC)CCn1c2c(c(SCC(=O)Nc3ccc4c(c3)OCCO4)nc1=O)CCC2	21	-4	-2	4	4	0	8	4
O=C(N/N=C/c1ccccn1)c1cccc(S(=O)(=O)N2CCCC2)c1	5	1	1	i	-2	-2	13	-12
N#CCCn1cc(/C=N/NC(N)=S)c(-c2ccc(Br)cc2)n1	14	1	-8	8	1	2	17	35
CCCC(=O)Nc1ccc2oc(-c3ccncc3)nc2c1	-15	-10	-30	5	-5	-8	-7	1
CC(=O)c1cc(-c2ccccc2)[nH]c1N1CCCC1	3	1	8	-9	-4	0	16	-3
O=C(COC(=O)c1ccccc1NC(=O)c1ccco1)NC1CCCCC1	0	5	-19	16	-7	7	-20	-12
O=C(COC(=O)Cc1ccc(Br)cc1)NCC1CCCCC1	1	2	-11	5	3	6	21	4
COc1ccc(OC)c(N/C(=N/c2nc(C)cc(C)n2)NC(C)=O)c1	28	-10	-3	14	2	-11	-6	-1
O=C(c1ccco1)N1CCN(CC(=O)N2CCCc3c2c(=O)oc2ccc(O)cc32)CC1	0	-4	6	-17	2	3	22	2
CCCC(=O)N1CCCC(C(=O)c2ccc(OC)c(OC)c2)C1 (configuration not stated)	2	2	1	-6	-4	-1	-3	-1
(listing goes on)
SMILES	Gli-Sufu block	SENP8 inh	Jurkat NFkB inh	Apaf1 inhib	HKDC1 inh	SENP7 inh	697 NFkB inh	UBC13 polyUb
O=C(c1ccco1)N1CCN(CCOc2ccc(F)cc2)CC1	-14	-1	2	2	0	-12	-16	4
CCOC(=O)CSc1nc2ccccc2c(=O)n1CCN1CCOCC1	-3	-5	0	-8	-9	4	11	8
OC(COc1ccc(C2C=CCC2)cc1)CN1CCCCC1 (configuration not stated)	1	4	-1	10	-8	0	11	32
Cc1ccn(CC(=O)N/N=C/c2cc([N+](=O)[O-])ccc2O)n1	3	-6	-6	0	-10	13	-24	-27
O=C(c1cccc(S(=O)(=O)N2CCCC2)c1)N1CCN(c2ccccc2F)CC1	-5	-13	9	-5	-10	-4	9	-8
Cn1c(N)c(C(=O)COC(=O)c2ccc(-c3ccccc3)cc2)c(=O)n(C)c1=O	11	-13	20	10	6	0	-6	7
COc1ccc([C@H](OC)[C@@]2(Cc3ccc(O)cc3)N=C(N)N(C)C2=O)cc1	-4	1	13	-9	-1	-1	4	11
COc1ccc(NC(=O)c2ccco2)c(NC(=O)Cc2cccs2)c1	-112	3	8	-11	-7	2	0	3
CCSC1=C(C#N)C(=O)n2c1cc1c2CCCC1	8	-5	4	-5	16	-4	-18	-31
Cc1ccc(C(C)C)cc1OCC(=O)N1CCN(C(=O)c2ccco2)CC1	-1	-11	3	11	-6	14	1	-3
Cc1ccccc1NCC(=O)c1ccc(Br)cc1	1	-6	-1	-12	-7	4	12	6
CC1=C(C(=O)N2CCOCC2)C(c2ccc(C)cc2)NC(=S)N1 (configuration not stated)	-8	1	5	-4	-8	0	12	6

Complete entries as entered above:
Cc1ccccc1NCC(=O)c1ccc(Br)cc1 in the list: Gli-Sufu block = 1; SENP8 inh = -6; Jurkat NFkB inh = -1; Apaf1 inhib = -12; HKDC1 inh = -7; SENP7 inh = 4; 697 NFkB inh = 12; UBC13 polyUb = 6
COc1ccc([C@H](OC)[C@@]2(Cc3ccc(O)cc3)N=C(N)N(C)C2=O)cc1 in the list: Gli-Sufu block = -4; SENP8 inh = 1; Jurkat NFkB inh = 13; Apaf1 inhib = -9; HKDC1 inh = -1; SENP7 inh = -1; 697 NFkB inh = 4; UBC13 polyUb = 11

Reformatted as a markdown table: entries from further up.
| molecule | Gli-Sufu block | SENP8 inh | Jurkat NFkB inh | Apaf1 inhib | HKDC1 inh | SENP7 inh | 697 NFkB inh | UBC13 polyUb |
| --- | --- | --- | --- | --- | --- | --- | --- | --- |
| Cc1ccn2c(=O)c(C(=O)O)cnc2c1 | 3 | -11 | -8 | 0 | -4 | -8 | -15 | 0 |
| Cc1cccn2c(Nc3ccccc3)c(-c3ccccn3)nc12 | 9 | -3 | 4 | -9 | 3 | 2 | -13 | 10 |
| CN(c1ccc(C(=O)N2CCOCC2)cc1)S(C)(=O)=O | -2 | -4 | -11 | -17 | -6 | -1 | 4 | 1 |
| COCCn1c(Cc2ccccc2)nnc1SCC(=O)Nc1cc(C)on1 | 3 | -5 | -2 | -15 | -4 | 0 | 0 | 15 |
| CS(=O)(=O)Nc1ccc(-c2cn3c(n2)SCC3)cc1 | -2 | 9 | -10 | -5 | -7 | 1 | -19 | -3 |
| CC(C)=CCC/C(C)=C/CC/C(C)=C/COc1ccc2ccc(=O)oc2c1 | -4 | 5 | 12 | 24 | 0 | 3 | 16 | 5 |
